Screening data as filed in PubChem.
MC4R barr agon: activates human MC4R beta-arrestin recruitment; 0.98% of 360,000 active; activation, % at 8.9 µM; U2OS MC4R beta-arrestin complementation, luminescence; percent of melanotan II response, DMSO zero; AID 540308; P32245;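 active = activation above a per-plate cutoff, the mean activation of sample wells on that plate plus 3 SD, cut at about 8% in these data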
MC4R antagonist: antagonists of human melanocortin 4 receptor (MC4R); P32245; MC4R-expressing cells, MTII-stimulated cAMP, LANCE TR-FRET; inhibition, % at 6.5 µM; 0.48% of 360,000 active; AID 540295;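 active = inhibition above its plate's cutoff, the mean of tested wells on that plate plus 3 SD, cut at about 29% in these data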;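 note: 0% = Melanotan II alone and 100% = Melanotan II plus saturating MCL0020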
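System: U2OS-MC4R stable cell line; Technique: Eu-cAMP/anti-cAMP TR-FRET, emission 671 nm; Repeats: single well per compound; Also added: Melanotan II; Dosing: one concentration, 6.5 µM nominal; Schedule: 30-min compound, 1-h challenge, 1-h detection, room temperature.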
CaV13 ICDI inh: Disruptors of the CACNA1D IQ motif to Ca2+-dependent inactivation inhibitor domain association, primary screening, Förster resonance energy transfer in intact living …; inhibition, % at 12.3 µM; HEK cells, CFP/YFP FRET ICDI-IQ, plate reader, 10 min; percent FRET-ratio fall versus neutral wells; 0.098% of 340,000 active;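 active = mean replicate inhibition of at least 30% and at least 1% of replicates passing that level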;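 note: 0% = median of the neutral control wells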
Glyco luc inh: N-linked glycosylation inhibition. D54 ERlucT glycosylation luciferase reporter, 24 h; percent of 100 nM tunicamycin response. reporter increase, % at 12.5 µM. 0.23% of 360,000 active. AID 588692;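 active = mean luciferase reporter signal, scaled so untreated is 0 and the glycosylation-blocking control 100, at or above a set limit in every replicate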;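 note: luciferase carries N-glycosylation sites so blocking glycosylation raises the light; 0% = median of neutral control wells and 100% = median of 100 nM tunicamycin wells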
m5-HT2A agonist: activates the mouse 5-HT2A serotonin receptor; 0.66% of 360,000 active; P35363; activation, % at 7.6 µM; AID 624169; CHO-K1 mHTR2A beta-arrestin complementation, luminescence; percent of 30 µM serotonin response;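 active = activation above a run cutoff, the mean activation of all tested compounds plus 3 SD, cut at about 14% in these data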;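 note: 0% = plate median of compound wells and 100% = 30 µM serotonin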
ABCB6 inh 2: blocks the human ABCB6 transporter; 0.19% of 360,000 active; K562-ABCB6 porphyrin accumulation, flow cytometry, 1 h; active compounds read low; AID 602162; Q9NP58; fluorescence ratio to DMSO, % at 10 µM;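 active = fluorescence ratio to DMSO below 75%, the collection mean minus 3 SD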;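 note: signal is porphyrin accumulated inside mitochondria; 100% equals median channel fluorescence of DMSO control wells; lower ratio means ABCB6 inhibition with less porphyrin fluorescence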
PDI inh: PDI (human) enzyme inhibition; PDI insulin aggregation turbidity, A650, 90 min; 0.052% of 350,000 active; inhibition, % at 10 µM; P07237; AID 588391;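 active = mean inhibition across replicates of 30% or more, whatever share of single replicates reach that level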;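 note: absorbance from insulin aggregation driven by PDI reduction with DTT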
Granule exo inh: blocks lytic granule exocytosis | TALL-104 LAMP-1 surface exposure, flow cytometry; cells stimulated with thapsigargin and PMA | inhibition, % at 10 µM | 0.66% of 360,000 active;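 active = inhibition above about 55%, limit read from the data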
ABHD5 PLIN5 PPI: inhibitors of human ABHD5-perilipin-5 interaction; AID 602281; Split G. princeps luciferase complementation, luminescence, 4 h; 0.78% of 360,000 active; inhibition, % at 4 µM; Q00G26+Q8WTS1;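 active = inhibition above the mean inhibition across every tested compound plus 3 SD, cut at about 22% in these data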;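 note: 0% = DMSO only wells and the 100% control is not disclosed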
Target sequence (Q00G26 whole entry, looked up): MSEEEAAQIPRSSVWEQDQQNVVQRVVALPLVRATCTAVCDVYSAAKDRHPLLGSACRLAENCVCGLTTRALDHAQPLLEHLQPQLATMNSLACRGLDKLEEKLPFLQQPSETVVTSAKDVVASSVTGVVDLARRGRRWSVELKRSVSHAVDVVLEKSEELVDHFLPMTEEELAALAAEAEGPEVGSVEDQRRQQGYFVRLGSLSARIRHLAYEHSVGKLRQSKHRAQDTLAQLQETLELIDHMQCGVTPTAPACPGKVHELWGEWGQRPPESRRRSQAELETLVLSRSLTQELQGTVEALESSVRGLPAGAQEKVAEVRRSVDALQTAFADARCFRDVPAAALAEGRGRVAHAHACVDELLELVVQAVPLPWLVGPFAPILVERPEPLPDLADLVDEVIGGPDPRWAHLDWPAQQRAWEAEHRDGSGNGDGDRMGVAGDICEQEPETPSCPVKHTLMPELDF
Target sequence (Q8WTS1 whole entry, looked up): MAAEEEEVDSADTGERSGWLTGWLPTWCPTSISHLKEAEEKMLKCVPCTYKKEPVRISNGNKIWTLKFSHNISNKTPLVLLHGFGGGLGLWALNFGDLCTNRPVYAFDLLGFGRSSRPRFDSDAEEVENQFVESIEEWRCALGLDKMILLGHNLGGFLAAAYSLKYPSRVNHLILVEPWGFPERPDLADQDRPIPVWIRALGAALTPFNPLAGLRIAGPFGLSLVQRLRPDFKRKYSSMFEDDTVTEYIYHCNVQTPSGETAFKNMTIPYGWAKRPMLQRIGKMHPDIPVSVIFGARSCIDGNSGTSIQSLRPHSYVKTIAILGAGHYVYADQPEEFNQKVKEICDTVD
Cardio protect: protects H9c2 cardiomyocytes from peroxide injury | protection from H2O2 cell death, % at 20 µM | AID 588492 | H2O2 injury protection, ATPLite, 2 h | 0.63% of 360,000 active;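 active = compounds giving at least 50% protection of heart cells from peroxide-induced death in the single-dose screen, raw or plate-pattern-corrected value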;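 note: 0% = DMSO wells with peroxide and 100% = DMSO wells without peroxide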
* marks the source's active call; other numbers are inactive results; x = not tested or not shown.

SMILES	MC4R barr agon	MC4R antagonist	CaV13 ICDI inh	Glyco luc inh	m5-HT2A agonist	ABCB6 inh 2	PDI inh	Granule exo inh	ABHD5 PLIN5 PPI	Cardio protect
Cc1ccc(C)c(NC(=O)C(OC(=O)c2cc[n+]([O-])cc2)c2ccccc2)c1 (centres undefined)	-2.0	17	-4	0	4	93	7	0	2	4
CCOC(=O)c1ccc(NC(=O)CN2CCc3ccccc3C2)cc1	0.3	4	-5	2	1	92	-4	8	8	3
COc1cc(OC)c(NC(=O)CC2SC(N)=NC2=O)cc1Cl (centres undefined)	-1.4	-4	-7	3	2	102	0	0	2	4
CCn1c(SCC(=O)Nc2nc(C)cs2)nnc1-c1cccnc1	-0.2	10	-8	3	1	104	-1	0	-3	0
COc1ccc(N2C(=O)[C@H]3CCC=C[C@H]3[C@@H]2c2ccccc2Br)cc1	-2.0	4	-6	-1	-5	79	5	-2	-3	-8
COc1ccc(C(C(=O)NC(C)(C)C)N(C(=O)Cn2nnc3ccccc32)c2cccc(C(C)=O)c2)cc1O (centres undefined)	2.3	3	-1	-1	0	102	3	-1	-1	-1
COc1ccc(-c2c(C#Cc3ccsc3)c3cc(-c4ccc5c(c4)OCO5)ccc3n2C)cc1	0.8	2	-4	1	-3	99	6	-2	-2	-1
COc1cc(C(=O)O)nc2ccccc12	0.5	4	-5	0	-3	x	20	3	4	-10
Cn1c(Cc2nc3ccccc3n2C)nc2ccccc21	-0.9	2	-5	-1	5	98	2	4	0	4
Cc1cc(S(=O)(=O)N(Cc2ccccc2Cl)c2ccc3c(c2)CCC3)ccc1-n1cnnn1	1.1	7	-3	-8	2	96	-1	-2	-4	-6
C=CCn1c(CCSCc2ccccc2)n[nH]c1=S	-2.8	21	-5	0	3	96	3	-6	-6	9
COc1ccc(C=O)cc1OS(=O)(=O)c1ccc(NC(C)=O)cc1	-3.1	7	-3	6	2	100	2	0	-4	13
O=C(/C=C/c1cccnc1)c1ccc(NC(=O)c2cccc(Br)c2)cc1	-2.5	14	-4	5	-4	96	-2	1	50*	-4
COC(=O)c1ccc(COc2ccc(C#N)cc2)o1	0.7	10	-4	1	0	95	-2	11	3	-4
CC(NCC(O)COCc1cccs1)C1CC2CCC1C2 (centres undefined)	-0.4	1	-6	-2	-2	100	2	0	-2	-4
O=C(O)c1cc(-c2ccco2)nn1-c1ccc(Cl)cc1	-2.9	12	1	0	4	94	2	-3	4	4
COc1ccc(CCNC(=O)c2cccnc2)cc1	-1.5	8	-7	0	0	94	4	1	5	2
Cc1nc(NCC2CCCO2)c2nnn(Cc3ccccc3)c2n1 (centres undefined)	-1.2	-1	-6	1	0	96	14	-1	4	-3
Fc1ccc(-n2c(-c3cccs3)nc3nc4ccccc4nc32)cc1	0.0	5	-1	1	4	104	-2	-5	-3	0
O=C(Cc1cccc(C(F)(F)F)c1)NCc1cccc(Cl)c1	-2.7	-1	-3	0	25*	99	-4	-3	-6	4

Some of the entries so far, in CSV form:
SMILES,MC4R barr agon,MC4R antagonist,CaV13 ICDI inh,Glyco luc inh,m5-HT2A agonist,ABCB6 inh 2,PDI inh,Granule exo inh,ABHD5 PLIN5 PPI,Cardio protect
COc1ccc(CCNC(=O)c2cccnc2)cc1,-1.5,8,-7,0,0,94,4,1,5,2
Cc1nc(NCC2CCCO2)c2nnn(Cc3ccccc3)c2n1 (centres undefined),-1.2,-1,-6,1,0,96,14,-1,4,-3
Fc1ccc(-n2c(-c3cccs3)nc3nc4ccccc4nc32)cc1,0.0,5,-1,1,4,104,-2,-5,-3,0

Later entries:
SMILES	MC4R barr agon	MC4R antagonist	CaV13 ICDI inh	Glyco luc inh	m5-HT2A agonist	ABCB6 inh 2	PDI inh	Granule exo inh	ABHD5 PLIN5 PPI	Cardio protect
COC(=O)c1sccc1NC(=O)c1ccnn1C	-2.6	-3	-5	3	-6	108	7	20	-8	10
O=C(N/N=C/c1ccccn1)C1CC1	-1.0	18	-3	2	1	99	0	-9	7	11
NC(=O)NCC(=O)N1CCN(S(=O)(=O)c2ccc(Cl)s2)CC1	-2.2	5	-6	3	11	98	-2	4	2	5
COc1ccc(CCNC(=O)CCCOc2cc(=O)n(C)c3ccccc23)cc1OC	0.0	13	0	8	4	102	1	-1	0	8
Cc1ccc(NC(=O)CN(C)C(=O)C(C)OC(=O)CNC(=O)c2ccc(Cl)c([N+](=O)[O-])c2)cc1 (centres undefined)	-3.0	7	-7	1	6	93	-4	-3	-3	-5
Cc1ccc(S(=O)(=O)Nc2ccc(N3CCOCC3)cc2)cc1	-1.3	2	x	1	-1	94	0	5	-2	3
CCOc1ccc2nc(SCC(=O)Nc3ncccn3)[nH]c2c1	-0.2	1	x	-1	0	93	14	1	1	0
Cc1ccn2c(-c3n[nH]c(=S)n3C)c(C)nc2c1	-3.1	5	-2	4	7	90	2	-1	2	14
COc1ccc(/C=N/n2cncn2)cc1Cn1cc([N+](=O)[O-])cn1	2.0	21	5	-2	-1	97	1	-1	1	5
O=C1c2ccccc2C(=O)N1/N=C/c1ccc(O)c(O)c1	0.3	-3	-6	-4	3	101	8	-4	-3	62*
CCN1CCN(c2nc3ccccn3c(=O)c2C=O)CC1	1.3	14	-3	0	-7	100	-3	2	5	7
CCCCC(=O)NC(Nc1ccc(C)cn1)(C(=O)OCC)C(F)(F)F (centres undefined)	-2.9	5	x	1	8	97	9	-2	-4	-4
CCCN1CCC(=NNC(=O)c2ccc(Br)o2)CC1	0.2	10	-9	2	-3	100	-2	0	-4	1
C[C@@H]1CN([C@@H](C)CO)C(=O)CCCn2nncc2CO[C@H]1CN(C)C(=O)Nc1ccnc(N2CCOCC2)c1	-1.3	4	-3	1	5	103	-2	-2	3	10
CC1=C(C(=O)OCC2CCCO2)C(c2ccccc2OC(C)C)C2=C(CC(c3ccco3)CC2=O)N1 (centres undefined)	0.0	-2	x	0	6	145	2	-1	20	25
CCC[C@@H]1CCCO[C@@](C(=O)NCc2cc(C)n(C)n2)(C(F)(F)F)C1	-1.3	2	-11	1	-5	104	-8	1	0	3
COc1ccc2oc(C(=O)OCC(=O)N(C)C3CCCCC3)c(C)c2c1	-3.4	2	-6	-1	7	94	-4	-7	-1	-2
COc1ccc(C2OCC3(CO2)SC(N)=NC3=O)cc1 (centres undefined)	-1.7	16	-8	0	-1	101	-12	-11	-4	0
O=S1(=O)C=C(SCc2ccccc2)Nc2ccccc21	-0.1	6	0	-3	-4	94	3	-3	-2	-2
CCNC(=S)Nc1ccc2c(c1)c(=O)n(C)n2-c1cc(C)cc(C)c1	2.2	1	-4	4	-6	97	0	1	-1	-5
Cn1cc(CN2CCN(c3ccc(Cl)cn3)CC2)c(-c2ccccc2F)n1	-0.3	-1	-2	1	-4	96	-6	0	7	-1
OCCC1CN(Cc2ccccc2-c2ccco2)CCN1C1CCCC1 (centres undefined)	-0.5	-1	-3	0	-5	106	0	2	-7	6
Cc1ccc(CN(CC(=O)NCCc2ccccc2)C(=O)CCCC(=O)Nc2cc(C)on2)cc1	-0.1	4	-5	0	2	95	-6	2	0	4
CCn1nc(C(=O)NNC(=O)c2ccccc2OCc2c(C)noc2C)c2ccccc2c1=O	-1.8	1	-3	1	5	96	2	-1	0	16
NC(=O)COC(=O)/C=C/c1cccc(Br)c1	1.3	-5	-3	0	7	97	11	2	-6	-6
Cc1nnc(NC(=O)CSc2ccc(-c3ccco3)nn2)s1	-1.1	14	-5	0	8	96	0	0	7	8
Cc1cc2nc(NC(=O)C3(C)CCN3C(=O)C(C)C)[nH]c2cc1C (centres undefined)	-1.3	2	-4	0	-2	103	0	3	-1	8
COC(=O)[C@]12CCCCC=C1N(Cc1ccco1)C(=O)[C@H](CC(=O)N1CCC(c3ccccc3)CC1)C2	x	x	-5	x	3	98	x	-1	0	x
COC(=O)[C@]1(Cc2ccccc2)N[C@H](c2ccc(-c3ccc(OC)cc3)cc2)[C@@H]2C(=O)N(C)C(=O)[C@@H]21	-0.7	2	-11	-5	5	96	4	-2	5	13
Cc1ccc(C(c2nnnn2C(C)(C)C)N2CCC(C)CC2)cc1 (centres undefined)	-2.4	4	-4	-2	-1	91	-2	1	-2	-2
COc1ccc(OC)c(NC(=O)c2ccc(-c3cccs3)cc2)c1	-1.4	17	-5	2	2	105	3	-3	1	6
CS(=O)(=O)N(CC(=O)NCc1ccccc1Cl)c1cccc([N+](=O)[O-])c1	-0.6	-4	-4	0	-1	98	1	0	1	-1
Cc1c(C(N)=O)c(-c2ccccc2)nn1-c1ccccc1	-0.7	0	-5	1	3	92	-10	1	4	-3
COc1ccc(Nc2nc(-c3cccnc3)cs2)c(OC)c1	-0.8	10	-5	-2	-10	101	-3	10	1	0
O=C(CNC(=O)c1ccccc1O)N/N=C/c1ccccn1	4.2	3	-8	0	-1	101	7	2	-2	-1
COc1ccc([C@H]2/C=C\CN(S(=O)(=O)c3ccc4ccccc4c3)[C@@H](C)C(=O)N2Cc2ccc(F)cc2)cc1	-0.3	9	-10	-6	-4	93	-6	16	2	0
COCC(=O)Nc1ccc2c(c1)[C@@H]1C[C@H](CC(=O)NCc3cccc(F)c3)O[C@@H](CO)[C@@H]1O2	-0.4	1	-4	2	1	98	-13	2	10	7
N#CCSc1nc2scc(-c3cccs3)c2c(=O)n1CCc1ccccc1	-1.4	5	-3	2	-1	97	-11	4	2	10
O=C1c2cccc3cccc(c23)C(=O)N1Cc1ccccn1	-3.4	1	-7	2	-7	97	-16	2	6	29
CCN(C[C@H]1N[C@@](CC)(C(=O)OC)[C@H]2C(=O)N(Cc3ccccc3)C(=O)[C@@H]12)C(=O)c1ccc(F)cc1	0.3	13	-4	0	4	95	8	4	1	28
COc1ccc(-c2ccc(C(=O)Nc3ccc(OC)nc3)c3occc23)c(C)c1	-0.9	16	-4	-5	-5	106	14	-12	0	-16
O=C1Nc2ccccc2C(=O)N2C[C@@H](O)C[C@H]12	-1.1	0	-12	3	9	100	1	0	4	0
Cn1cc(C(=O)Nc2ccc(Cl)cc2)c(C(F)(F)F)n1	-2.5	7	-2	0	-3	109	-4	-19	-7	-2
CCOC(=O)c1cc2c(=O)n3cccc(C)c3nc2n(CCCOC)c1=NC(=O)c1cccnc1	-1.1	-5	x	x	0	87	2	1	4	101*
CCN(CC)C(=O)CN(c1ccc(Cl)cc1)S(=O)(=O)c1ccccc1	-1.0	3	x	0	-4	100	-13	-5	5	8
CCOc1ccc(-c2nc(C#N)c(NCC3CCCO3)o2)cc1 (centres undefined)	2.0	1	-5	0	7	91	6	10	4	6
CN=c1scc(-c2ccccc2F)n1/N=C/c1ccc[nH]1	-3.4	-17	-44	-20	-5	125	0	0	8	-20
COCCN1C[C@@H](CO)O[C@@H](n2cnc3c(NC(C)C)ncnc32)C1	-1.3	5	-10	0	14	94	-1	7	4	0
COC(=O)/C(=C\Nc1ccc(Cl)cc1Cl)NC(=O)c1ccc(Cl)cc1Cl	-1.2	-3	x	2	-3	96	-9	-2	0	-23
CS(=O)(=O)c1ccc(Cl)c(NC(=O)COC(=O)c2ccc(F)cc2Cl)c1	3.3	-4	-17	0	-2	92	6	5	10	-2
